# Source: PubChem BioAssay
# Giardia FBPA inh = inhibitors of Giardia lamblia fructose-1,6-bisphosphate aldolase | purified Giardia FBPA | Potency, µM (series often up to 59.6 µM), inactives show at the top dose activity, negative = inhibition, usual class: inhibitors | actives 0.71% (n = 290,000); note: potency is the fitted concentration of half-maximal effect; nearly all actives have a fitted effect of over 55% in size
# Target sequence (A8B2U2 whole entry, looked up): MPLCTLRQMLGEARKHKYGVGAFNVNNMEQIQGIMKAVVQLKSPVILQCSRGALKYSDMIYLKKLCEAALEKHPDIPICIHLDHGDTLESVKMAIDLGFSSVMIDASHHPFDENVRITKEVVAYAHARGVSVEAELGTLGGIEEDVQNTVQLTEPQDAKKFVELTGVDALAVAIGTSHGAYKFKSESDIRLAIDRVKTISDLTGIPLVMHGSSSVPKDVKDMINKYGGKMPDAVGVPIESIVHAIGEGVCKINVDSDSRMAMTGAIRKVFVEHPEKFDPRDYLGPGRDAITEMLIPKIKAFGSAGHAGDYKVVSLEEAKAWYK
#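 40 nM FBPA preincubated 10 min at RT with compound (up to 57.5 uM final), then substrate plus GAPDH/TPI/NAD/arsenate coupling and diaphorase/resazurin added. Fluorescence read after 20 min at RT, 525/598 nm.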
# AmpC detergent = blocks E. coli AmpC beta-lactamase in detergent assay; P00811; AmpC hydrolysis of nitrocefin, absorbance 480 nm, 0.01% Triton; Potency, µM (titrated, usually from 114 µM), for inactives: top-dose activity change, negative = inhibition, usual class: inhibitors; actives 0.041% (n = 370,000); AID 485294;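 note: potency is the fitted concentration of half-maximal effect; 0% = no-compound wells and -100% = no-enzyme wells; nearly all actives have a fitted effect of over 25% in size; some results filed as inactive show a strong effect at the top dose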
# Target sequence (P00811 whole entry, looked up): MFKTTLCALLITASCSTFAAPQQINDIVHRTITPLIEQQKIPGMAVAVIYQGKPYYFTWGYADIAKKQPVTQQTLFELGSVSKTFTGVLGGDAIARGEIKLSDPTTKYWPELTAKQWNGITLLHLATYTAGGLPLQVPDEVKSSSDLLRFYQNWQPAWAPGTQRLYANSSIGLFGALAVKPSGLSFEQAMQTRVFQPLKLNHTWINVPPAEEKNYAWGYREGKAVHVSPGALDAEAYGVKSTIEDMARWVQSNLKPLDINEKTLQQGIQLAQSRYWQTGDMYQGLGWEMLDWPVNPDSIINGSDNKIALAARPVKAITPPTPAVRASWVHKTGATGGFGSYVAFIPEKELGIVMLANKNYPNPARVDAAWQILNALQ
#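 20 mM phosphate pH 7.0 + 0.01% (detergent screen) or 0.0001% Triton X-100; 5.3 nM AmpC reagent; cpd preinc 15 min RT; nitrocefin (800 uM stock) to start; A480 q20 s × 4 min; Activity was normalised to no-enzyme and no-compound control wells.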
# HCV inh = HCV inhibition | Huh7.5.1 HCVcc-Cre infection, luciferase reporter, 44 h | actives 3.4% (n = 340,000) | Potency, µM (doses to about 41.8 µM), for the others: at the top dose activity change, negative = inhibition, usual class: inhibitors; note: potency is the fitted concentration of half-maximal effect
#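 Infectious HCVcc-Cre (~0.5 moi) was added to cells just after compound, with cells seeded 4 h earlier at 1,000 per well. Luciferase activity after 44 h culture reported infection; substrate was incubated 15 min at room temperature before reading.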
# HCMV inh = human cytomegalovirus inhibition. activity change, negative = inhibition, % at 57.5 µM. actives 4.5% (n = 410,000). HFF cells, HCMV-luciferase reporter, 72 h; hits give low values; in the data active = activity change below about -60%; inconclusive = no clear call, values can overlap the other calls; inactive = above about -39%
#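 Inhibition of viral replication was scored as loss of reporter luminescence in HFFs infected with HCMV-luciferase (MOI 1 PFU/cell) for 72 h; compounds tested at 2 doses, normalized to buffer and Salinomycin controls.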
# AMA1-RON2 inh = AMA1-RON2 (P. falciparum) interaction inhibition. AlphaScreen AMA1-biotinylated RON2 peptide binding. Potency, µM (doses to about 58.2 µM), for the others: at the top dose activity change, negative = inhibition, usual class: inhibitors. actives 0.2% (n = 360,000). AID 720542;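 note: potency is the fitted concentration of half-maximal effect; 0% = vehicle wells and -100% = peptide control; nearly all actives have a fitted effect of over 45% in size; some results filed as inactive show a strong effect at the top dose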
#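 AMA1 (3D7) with his tag at 25 nM final met compounds first, then biotinylated RON2 peptide at 25 nM; detection used donor plus acceptor beads, 10 µg/mL apiece, read by AlphaScreen after 30 min at room temperature.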
# Sm TGR block = S. mansoni TGR enzyme inhibition. Potency, µM (series often up to 114 µM), without a hit: top-dose activity change, negative = inhibition, most hits filed as inhibitors. actives 3% (n = 360,000). AID 485364. purified TGR, DTNB reduction, TNB absorbance 405 nm; note: potency is the fitted concentration of half-maximal effect; nearly all actives have a fitted effect of over 60% in size
#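 First, TGR (20 nM dispensed) and NADPH were mixed with compound. Second, a 15 min room-temperature incubation followed. Third, further NADPH and then DTNB were added to start the reaction. Finally, TNB absorbance was monitored kinetically.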
# Starred values were filed as active, the others as inactive; ? = inconclusive; / = not tested or not shown; + = active, no number; & = joins results of further samples; [ ] = remark or other dose. Unless noted, calls come from the whole dose curve; as a rule, active = well fitted curve in the direction sought with a large enough effect; inconclusive = small, poorly fitted or top-dose-only effect, or another doubt; inactive = no such curve, though single readings can be large; an effect the other way counts as inactive or inconclusive. Unless noted, % is set by controls: 0 for no effect and ±100 for the full control effect.
compound	HCMV inh	Giardia FBPA inh	AMA1-RON2 inh	Sm TGR block	HCV inh	AmpC detergent
NS(=O)(=O)c1ccc(CNC(=O)C(c2ccccc2)c2ccccc2)cc1	-6.2	7.0%	0.6%	0.2%	12.0%	-10.1%
CCN1CCN(Cc2ccc(NC(=O)c3ccc(C)c(NC(=O)c4csc(-c5ccncc5)n4)c3)cc2C(F)(F)F)CC1	?	8.6%	-17.3%	?	?	0.2%
COc1ccc(CN2CCNC(=O)C2CC(=O)N(C)Cc2nccs2)cc1OC (stereo not given)	-4.6	?	3.6%	?	3.5%	-5.6%
NCCCC[C@H]1CN=C(N)N1CCC12CC3CC(CC(C3)C1)C2	-2.3	8.7%	-0.6%	7.7%	4.9%	0.9%
Cc1ccc(CN2CCN(CC(=O)Nc3ccc(C)c(C)c3)S2(=O)=O)cc1	+	/	/	-19.4%	/	1.8%
COc1cccc(NC(=O)CN2C(=O)NC(C)(CCC(C)C)C2=O)c1 (stereo not given)	3.2	0.3%	-0.6%	85.8%[activator]	-12.3%	-10.8%
O=[N+]([O-])c1ccc(-c2cnc(NO)nc2)cc1	-34.6	-0.7%	47.8%[activator][11.6 µM]	-6.4%	-1.4%	-1.5%
COc1ccccc1NC(=O)CSc1ccc2nnc(-c3ccncc3)n2n1	72.1	5.1%	-9.2%	3.2%	-0.4%	-13.2%

# Compound profiles, as listed above. Order of screens: HCMV inh | Giardia FBPA inh | AMA1-RON2 inh | Sm TGR block | HCV inh | AmpC detergent
# Results for CCN1CCN(Cc2ccc(NC(=O)c3ccc(C)c(NC(=O)c4csc(-c5ccncc5)n4)c3)cc2C(F)(F)F)CC1 : ? | 8.6% | -17.3% | ? | ? | 0.2%
# Results for NCCCC[C@H]1CN=C(N)N1CCC12CC3CC(CC(C3)C1)C2 : -2.3 | 8.7% | -0.6% | 7.7% | 4.9% | 0.9%

# Next results follow:
compound	HCMV inh	Giardia FBPA inh	AMA1-RON2 inh	Sm TGR block	HCV inh	AmpC detergent
Cc1ccc(C(=O)Nc2ccccc2C(=O)NC2CCCCC2)cc1S(=O)(=O)N1CCOCC1	69.9	-9.4%	0.9%	2.7%	-25.0%	-2.1%
O=C(CC(c1ccccc1)c1ccccc1)Nc1ccc(Cl)cn1	-21.2	-1.7%	0.1%	-14.3%	?	-3.0%
COc1cc(NC(=O)Cn2nc(C(F)(F)F)c3c2CCC3)cc(OC)c1OC	8.9	/	/	4.4%	/	-0.4%
CCOC(=O)C(=O)NCC(c1cccs1)S(=O)(=O)c1ccc(C)cc1 (stereo not given)	-2.4	/	30.0%[activator]	-24.3%	19.8%	-8.3%
CCCCn1c(SCC(=O)Nc2nnc(C)s2)nc2c1c(=O)n(C)c(=O)n2C	-2.6	8.9%	-0.7%	7.7%	-7.5%	?
COc1ccc(NC(=O)c2ccc(COc3ccccc3OC)o2)cc1OC	-7.7&10.4	/	3.2%	-1.2%&-19.3%	-28.7%	15.3%
Cc1occc1C(=O)NCCCCNC(=O)c1ccoc1C	-98.2*	3.8%	14.9%	-14.7%	-1.2%	-1.6%
NC(=O)CSc1ccc(S(=O)(=O)N2CCCCC2)cn1	13.1	/	10.2%	-10.5%	-6.1%	2.2%

# The list continues:
compound	HCMV inh	Giardia FBPA inh	AMA1-RON2 inh	Sm TGR block	HCV inh	AmpC detergent
Cc1cc(C)nc(N2CCN(C(=O)CCC(=O)Nc3nnc(CC(C)C)s3)CC2)n1	78.3	0.2%	2.8%	7.9%	13.8%	3.1%
CCOc1ccc(/C=N/N2C(C)CCCC2C)cc1OC (stereo not given)	25.9	8.6%	-2.9%	25.4%	16.5%	?
Cc1ccnc2nc(C(=O)OCC(=O)N(CC(C)C)CC(C)C)nn12	40.6	6.3%	8.8%	-12.3%	-3.2%	-2.7%
O=C(CC1CC2CCC1C2)N1CCN(S(=O)(=O)c2ccccc2[N+](=O)[O-])CC1 (stereo not given)	-39.6	/	-4.2%	-4.1%	11.8%	-9.1%
NS(=O)(=O)c1ccc(-c2ccc(/C=N/Nc3ccc(C(=O)O)cc3)o2)cc1	-29.4	-28.3%	-3.6%	-21.3%	17.0%	0.5%
O=C(N/N=C/c1ccc2c(c1)OCO2)c1ccc(NS(=O)(=O)c2cccs2)cc1	89.6	3.8%	20.1%	-5.9%	10.7%	-7.1%
CC(Oc1ccccc1)C(=O)N1CCN(c2ccc(N3CCCCC3)nn2)CC1 (stereo not given)	-11.2	/	19.9%	-1.3%	-2.7%	-15.7%
Cc1ccc(NC(=O)Nc2cc(-c3ccccc3)nn2C)cc1Cl	-11.6	-5.8%	-2.0%	1.9%	-2.4%	7.3%

# Remaining list, next part
compound	HCMV inh	Giardia FBPA inh	AMA1-RON2 inh	Sm TGR block	HCV inh	AmpC detergent
Cc1nc(Cl)sc1C(=O)Nc1cccc2ccccc12	61.6	0.0%	4.3%	3.2%	?	-2.1%
CCOCCn1c(CN2CCc3ccccc3C2)nc2c1c(=O)n(C)c(=O)n2C	-10.3	1.7%	-4.1%	-1.1%	?	-12.8%
CCC(C)NC(=O)c1ccccc1NC(=O)CN1C(=O)c2ccccc2S1(=O)=O (stereo not given)	-4.6	-0.6%	11.7%	-5.1%	11.1%	10.9%
O=C(NC1CCCC1)C(c1cccs1)N(C(=O)c1ccno1)c1ccccc1 (stereo not given)	-7.3	2.6%	4.7%	8.1%	18.0%&16.0%	?
CCc1ccccc1N(CC)C(=O)C(=O)Nc1ccc2nc3n(c(=O)c2c1)CCCCC3	-27.3	/	/	1.0%	/	3.2%
CCCNC(=O)C1CCC(Cn2c(=O)c3sccc3n(Cc3cccc(OC)c3)c2=O)CC1 (stereo not given)	-11.6	/	/	-1.2%	/	12.8%
CC1CCc2cc(F)ccc2N1C(=O)c1ccncc1 (stereo not given)	-18.1	6.1%	9.9%[11.6 µM]	5.9%	28.2%	-5.6%
COc1ccc(S(=O)(=O)c2c(SC)nn(Cc3ccccc3C)c2NC(C)=O)cc1	-37.7	/	/	2.4%	/	-0.6%

# (cont.)
compound	HCMV inh	Giardia FBPA inh	AMA1-RON2 inh	Sm TGR block	HCV inh	AmpC detergent
CCN(CC)C(=O)C(=O)c1cn(CC(=O)NCc2ccc3c(c2)OCO3)c2ccccc12	94.6	-0.2%	9.9%	3.0%	-6.3%	-10.0%
COC(=O)C(C)Sc1ncnc2c1c(-c1ccccc1)cn2-c1ccc(OC)cc1 (stereo not given)	-28.1	-0.8%	-6.4%	4.0%	6.6%	-9.4%
CCc1ccc(OCC(=O)NC(=S)Nc2ccc(F)cc2)c(Br)c1	-5.3	0.3%	7.2%	2.0%	6.7%	?
Nc1nonc1-n1nnc(C(=O)N/N=C/c2ccoc2)c1CSc1ccccc1	/	/	44.4%[activator]	-13.1%	-19.0%	0.1%
CCOC(=O)C1=C(N)N(c2cc(S(=O)(=O)N3CCOCC3)ccc2Cl)C(=O)C1	10.0	-6.2%	-2.4%	?	3.0%	-5.6%
CCN1CCN(C(=O)C(C)Oc2ccc(S(=O)(=O)N3CCCC3)cc2C(N)=O)CC1 (stereo not given)	?	/	-6.2%	3.3%	20.6%	-0.6%
CCOc1ccccc1C(=O)Nn1c(C2CCC2)nc2ccccc2c1=O	31.1	2.9%	8.4%	5.2%	-9.3%	-10.3%
COc1ccc2c(c1)N(C(=O)CN1C(=O)C3CCCCC3C1=O)C(C)(C)C=C2C (stereo not given)	-14.2	-0.5%	-5.3%	1.4%	-12.2%	5.6%

# (listing goes on)
compound	HCMV inh	Giardia FBPA inh	AMA1-RON2 inh	Sm TGR block	HCV inh	AmpC detergent
O=C(Nc1ccc(S(=O)(=O)N2CCCC2)cc1)c1cccc(OC(F)F)c1	-26.2	/	-13.3%	-7.3%	?	-17.7%
COC(=O)c1cccc(NC(=O)c2cnccn2)c1	61.1	-2.3%	19.9%	0.5%	-20.7%	-18.0%
O=C(Nc1ccc2nn(-c3ccc(Cl)cc3)nc2c1)c1cc2ccccc2o1	-4.0	/	/	1.7%	/	-0.8%
COc1cccc(/C=C/c2nc3c(cnn3-c3ccccc3)c(=O)[nH]2)c1	?	4.4%	6.3%	-15.1%	9.5%	-0.9%
Cc1nc([N+](=O)[O-])c(C(=O)OCc2ccccc2F)n1C	?	5.7%	-5.0%	11.7%	-21.3%	5.1%
Cc1ccc2onc(CNC(=O)NCc3ccc(Cl)cc3)c2c1	-19.7	/	/	7.7%	/	-6.8%
Cc1ccc(NC(=O)CSCc2cc(=O)n3ccsc3n2)c(C)c1	-19.2	/	29.1%	-9.0%	24.5%	-1.0%
O=C(NC1CCCC1)c1ccc(Br)c(S(=O)(=O)N2CCCCC2)c1	-31.9	/	-3.2%	6.9%	-5.0%	1.6%

# Further structures follow:
compound	HCMV inh	Giardia FBPA inh	AMA1-RON2 inh	Sm TGR block	HCV inh	AmpC detergent
CCOC(=O)c1nc(-c2ccc(OC)c(OC)c2)cnc1C#N	-17.8	6.4%	8.4%	3.2%	10.2%	?
Cc1cccc(OCc2nnc(NC(=O)c3cccs3)s2)c1	7.4	5.0%	14.7%	-0.5%	20.3%	?
COc1ccc(C2=CC(c3ccc(F)cc3)n3ncc(C(=O)Nc4ccc(C)cc4)c3N2)cc1 (stereo not given)	-88.3*	/	/	27.3%	/	0.5%
CC(C)(C)c1nnc2sc(SCC(=O)c3cccs3)nn2c1=O	89.4	8.8%	-7.1%	?	0.4%	-9.2%
COc1ccc(Cn2cc(C(=O)c3ccc(C)cc3)c(=O)c3cc(OC)c(OC)cc32)cc1	-22.1	/	/	-1.2%	/	5.2%
CCn1ccnc1CN1CCN(CC(C)C)C(CCO)C1 (stereo not given)	40.4	-5.3%	7.3%	-15.4%	-12.6%	3.8%
CC1(c2ccccc2Cl)NC(=O)N(CC(=O)NCc2ccco2)C1=O (stereo not given)	-24.0	0.9%	-9.2%	?	-1.2%	-13.4%
C[C@H](NC(=O)c1ccc(C(C)(C)C)cc1)C(=O)N1CCC2(CC1)NCCc1[nH]cnc12	-22.8	/	14.5%	0.0%	24.3%	-6.6%

# (continued)
compound	HCMV inh	Giardia FBPA inh	AMA1-RON2 inh	Sm TGR block	HCV inh	AmpC detergent
Cc1c(NS(=O)(=O)c2ccc(Cl)c(C(=O)OC(C)C(=O)NCc3ccco3)c2)c(=O)n(-c2ccccc2)n1C (stereo not given)	5.3	7.2%	?	-21.7%	11.5%	-10.5%
COc1ccc(C)cc1S(=O)(=O)N(C)CC(=O)N1CCCCC1	?	/	-15.9%	/	28.5%	/
CCCCCCN(C(=O)CCCCCN1C(=O)NC(c2ccccc2)C(C(=O)OCc2ccccc2)=C1C)C(C(=O)NCCCC)c1ccc(OCC(=O)OC)c(C(=O)OC)c1 (stereo not given)	-98.1*	6.4%	/	0.0%	/	-4.0%
COc1ccc(/C=C/C(=O)NC2=NCCS2)cc1OC	44.0	2.7%	15.2%	-2.6%	?	0.6%
COc1ccc(-c2n[nH]c(=S)n2-c2cc(OC)ccc2OC)cc1	-11.9	0.3%	70.8%[activator]	6.4%	3.4%	?
COC(=O)c1cnc(N2CCN(c3ccccc3OC)CC2)c2ccccc12	-6.9	/	/	4.3%	/	23.8%
Nc1cc(=O)[nH]c(SCC(=O)N2CCCCC2)n1	-6.8	2.4%	-4.0%	11.1%	-20.8%	5.8%
Cc1cccc(NC(=O)C2CCN(c3ncnc4c3nc3n4CCCCC3)CC2)n1	-27.8	-4.6%	-15.3%	1.2%	?	-10.1%
